Bioassay records: PubChem BioAssay, Fisher Drug Discovery Resource Center
mcGAS lum: mouse cGAS inhibition by luminescence | Q8C6L5 | recombinant cGAS, Kinase-Glo ATP depletion luminescence | inhibition, % at 12.5 µM | 160,000 tested, 0.15% active | AID 1259399;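 further: 0% = negative control wells and 100% = reference inhibitor with no enzyme activity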
NPYLR7 ag: mosquito NPYLR7 agonism; AID 1259423; HEK293T NPYLR7/Galpha15, GCaMP6s calcium fluorescence; 270,000 tested, 0.15% active; activation, % at 10 µM; in the data active means activation above about 40%;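 further: 0% = vehicle and 100% = reference agonist at the receptor; some compounds past the cut are filed as inactive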
hcGAS inh: human cGAS inhibition; recombinant h-cGAS, ATP depletion, Kinase-Glo luminescence; inhibition, % at 12.5 µM; 290,000 tested, 0.081% active; AID 1259398;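 further: 0% = vehicle reaction and 100% = reaction without DNA for no activity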
Target sequence (Q8N884 whole entry, looked up): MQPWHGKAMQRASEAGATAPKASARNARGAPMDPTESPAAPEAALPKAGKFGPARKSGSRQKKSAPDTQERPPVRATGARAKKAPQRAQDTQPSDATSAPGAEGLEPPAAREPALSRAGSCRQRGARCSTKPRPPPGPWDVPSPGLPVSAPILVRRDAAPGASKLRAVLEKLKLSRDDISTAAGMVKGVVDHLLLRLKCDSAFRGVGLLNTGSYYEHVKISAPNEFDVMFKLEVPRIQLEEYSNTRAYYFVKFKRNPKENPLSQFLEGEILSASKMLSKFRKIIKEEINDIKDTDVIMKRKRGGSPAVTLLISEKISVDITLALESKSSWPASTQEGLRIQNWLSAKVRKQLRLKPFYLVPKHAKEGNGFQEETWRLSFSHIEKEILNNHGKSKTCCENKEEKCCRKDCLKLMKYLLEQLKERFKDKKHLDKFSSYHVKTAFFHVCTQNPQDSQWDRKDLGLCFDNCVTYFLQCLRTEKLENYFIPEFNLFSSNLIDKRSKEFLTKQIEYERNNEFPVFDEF
Numbers without * were called inactive; x = no result given; & = joins results of further samples. Unless noted, no stated cut-off is given here; in the data, active means inhibition above about 40%; inactive means the rest.

SMILES	mcGAS lum	NPYLR7 ag	hcGAS inh
Cc1cc2cc(CCNC(=O)Cc3ccccc3)c(=O)[nH]c2cc1C	-7.6	3.1	-10.3
Cc1ccc(NC(=O)CSc2nc3c(c(=O)[nH]2)CN(C(C)C)CC3)cc1Cl	-1.4	-17.7	3.7
CN(CC1COc2ccccc2O1)C(=O)c1cc(-c2cccc(Cl)c2)n[nH]1 (centres undefined)	x	6.5	-2.5
C=C(O)C(C(C)=O)(N1CCOCC1)N1CCOCC1	x	3.7	-6.7
C=CCCC(=O)N1CCC(Cc2ccc(OC)cc2)CC1	-7.3	-0.2	-6.4
COc1nc(OC)nc(N2CC[C@@H](c3ccc4c(c3)OCO4)[C@H](O)C2)n1	-18.5	8.5	-2.3
CN(Cc1ccco1)C(=O)c1nn(C)c2c1CC(NCC1(c3ccccc3)CCOCC1)CC2 (centres undefined)	-4.7	12.3	-0.5
CC(=O)NCCc1cc2ccc(C)cc2[nH]c1=O	-6.8	1.3	-5.9
CC(C)(C)NC(=O)Cc1ccc(NC(=O)C2(C)CC2(Cl)Cl)cc1 (centres undefined)	-4.8	9.5	-4.4
CC(C)Nc1ccc(C(=O)Nc2ccc(Cl)cc2)cn1	-4.1	2.6	-6.1
CC1c2cc3c(cc2C2(CCCC2)CN1CC(=O)Nc1ccccc1C(=O)NC1CC1)OCCO3 (centres undefined)	x	6.6	-3.1
OC(CN1CCOCC1)CN1CCCC(Cn2cncn2)C1 (centres undefined)	x	2.0	-6.5
CCn1c(C)c(C(=O)CN(C(=O)COc2ccccc2)C2CCCCC2)c(C)c1C(=O)OC	-5.8	-13.6	-9.6
COc1cccc(CN(Cc2ccc3c(c2)OCO3)Cc2nc(C(=O)NCC3CCCO3)co2)c1OC (centres undefined)	-4.0	x	-2.0
CC(C)(C)OC(=O)NC1CCN(C(=O)C2CCCCC2C(=O)N2CCc3c([nH]c4ccccc34)C2)C1 (centres undefined)	-2.0	-9.6	-9.6
COCCN(Cc1csc(COc2ccc(C)c(C)c2)n1)C(=O)c1cccs1	-6.4	-2.3	-4.2
COc1ccc(OC)c(S(=O)(=O)N2CCN(S(=O)(=O)N3CCCCC3)CC2)c1	x	6.0	-6.1
Cc1ccc(Cl)c(OC2CC3CCC(C2)N3C(=O)c2ccc(CSc3nc4cc(Cl)ccc4o3)cc2)c1 (centres undefined)	-5.8	18.3	-0.4
Cc1cc(C(=O)N2CCN(Cc3ccc(-c4noc(-c5ccco5)n4)cc3)CC2)cc(Cl)n1	-5.2	5.8	-1.5
O=C(c1cc(-c2cccs2)nc2ccccc12)N1CCCc2ccccc21	-5.8	-11.7	-7.3
CC(NS(=O)(=O)c1ncn(C)c1Cl)c1cc(F)ccc1F (centres undefined)	-5.4	0.6&-0.6	1.6&-0.6
C=CCn1cc(CN2CC(Oc3ccccc3C)C2)c(C)n1	-1.1	1.2	1.6
Cc1noc(CN(C)Cc2nc(-c3cccc(Cl)c3)oc2C)n1	-17.1	22.2	-4.3
CC(C)(CN1CCCC1)Nc1nc(CCN)nc2ccccc12	-12.1	24.5	-3.2
O=C(C1CCC1)N1CCN(S(=O)(=O)C=Cc2ccccc2)CC1	x	6.0	-3.9

(more compounds)
SMILES	mcGAS lum	NPYLR7 ag	hcGAS inh
CCn1cc(C#N)c(=O)n(CC(=O)NC(C)c2cccc3ccccc23)c1=O (centres undefined)	x	17.3	-5.7
CC(=O)Nc1nc(SCC(=O)N2CCCCC2)[nH]c(=O)c1NC(=O)c1ccc(F)cc1	-6.4	-1.7	0.0
COc1cccc(OC)c1C(=O)N1CCN(C(=O)CN2CCc3sccc3C2c2ccc(C)cc2)CC1C (centres undefined)	-4.1	7.5	-5.4
CCOc1ccc(C2NC(=O)NC(C)=C2C(=O)OC2CCC(C)CC2)cc1 (centres undefined)	-4.6	-1.4	-8.6
CC(C)=CC(=O)N1CCc2c(nc(C)nc2N2CCCC2)C1	-4.5	-0.6	-0.5
Cc1cc(/C=C\c2ccccc2)c(C#N)c(=S)[nH]1	-1.6	1.6	2.3
CCN(CC)S(=O)(=O)c1cc(C(=O)N2Cc3ccccc3CC2C(=O)NC)ccc1Cl (centres undefined)	-16.1	-1.0	-2.4
O/N=C\c1ccc(-c2ccc(O)c(F)c2)c(Cl)c1O	x	-9.9	-3.8
COc1ccccc1C1SC(C)C(=O)N1CCC(=O)NCc1ccco1 (centres undefined)	-4.7	33.7	-8.4
O=C(O)c1cccc(N2C(=O)CSC2c2ccccc2C(F)(F)F)c1 (centres undefined)	x	-2.4	-7.9
CC(C)N1CCN(C(=O)CCNC(=O)c2cccc3ccnn23)CC1	x	25.5	-3.0
Cc1csc2nc(O)c(C(=O)NCC(C)O)c(=O)n12 (centres undefined)	-4.9	-2.0	-6.6
CCC1=C(C(=O)OC)C(c2ccc(C(F)(F)F)cc2)N2C(CC(=O)N3CCOCC3)=CSC2=N1 (centres undefined)	0.3	x	3.0
CC(=O)Nc1nc(SCc2cccc(C)c2)[nH]c(=O)c1NC(=O)c1cccs1	-3.8	-5.2	-1.8
N#Cc1cnn(C(=O)C2CC2c2cccc(C(F)(F)F)c2)c1N (centres undefined)	x	2.1&-0.4	2.6&-5.3
CC(c1nc(C2CC2)no1)N1CCC(Cc2cnn(C)c2)C1 (centres undefined)	x	-7.6	-1.2
CCOc1ccc(CC(=O)N2CCN(c3nnc(SCC(=O)NC)s3)CC2)cc1	-5.9	-11.9	-2.8
Cc1[nH]nc2c1C(c1cccc([N+](=O)[O-])c1)C(C#N)C(=N)O2 (centres undefined)	-2.5	2.4	-6.2
CCN(CC)CCn1c2c(c(SCC(=O)Nc3ccc(C(=O)OC)cc3)nc1=O)CCCC2	-7.5	-1.7	-10.6
COC(=O)[C@H](Cc1ccc(OCc2c(Cl)cccc2Cl)cc1)N1C(=O)CCC(N2C(=O)c3ccccc3C2=O)C1=O (some centres undefined)	-3.5	-14.9	-6.7
CCOC(=O)c1cc(-c2cccc(NC(=O)c3ccc(OC)c(F)c3)c2)n(-c2cccc(C)c2)n1	-5.0	20.3	-2.4
CCOC(=O)c1c(NC(=O)CSc2nnnn2-c2ccccc2)sc2c1CCC(C)C2 (centres undefined)	-6.4	-0.9	-5.5
COc1cc(N(C)CCC2CCCCO2)ncn1 (centres undefined)	-9.0	x	-7.8
Cc1ccc(-c2ccnc(-c3ccc(F)c(CO)c3)n2)c(C)n1	-13.6	2.7	-9.4
CCn1c(C(O)c2ccccc2)n[nH]c1=O (centres undefined)	-10.5	1.2	-1.7

Next part:
SMILES	mcGAS lum	NPYLR7 ag	hcGAS inh
O=C(Cn1c2c(c3ccccc31)CCC2)NCc1cccs1	x	0.5	-7.1
O=C(NCCn1cc(SCC(=O)N2CCc3ccccc32)c2ccccc21)c1ccc(F)cc1	x	-0.6	-2.3
CC(C)CN1C(C2CCCC2)=NS(=O)(=O)c2cc(N)ccc21	x	16.6	-2.5
CCOCCCn1c(SCc2cc(F)ccc2C(F)(F)F)nc2cc(C(=O)OCC)ccc21	-6.7	-4.8	-3.4
CC(N=C1NS(=O)(=O)c2ccccc21)c1ccc(F)cc1 (centres undefined)	-0.3	-1.8	-1.6
O=C(C(Cc1ccccc1)c1ccccc1)N1CCC(n2c(=O)[nH]c3ccccc32)CC1 (centres undefined)	-2.8	-5.6	-4.4
CCn1nc(C)cc1C(=O)N(CCCN(C)C)c1nc2ccc(Cl)cc2s1	-7.5	5.0	-6.4
COc1ccccc1CC(=O)N1Cc2ccccc2-c2ccccc21	x	16.6	-4.5
N#Cc1c(Cl)nsc1NCC(O)c1ccccc1C(F)(F)F (centres undefined)	-13.8	7.2	-4.6
O=C(O)CCCCC1SCC2NC(=O)NC21 (centres undefined)	x	-10.4	-2.6
O=C(NCc1ccccc1CS(=O)(=O)N1CCOCC1)c1cc(F)ccc1F	-6.2	5.3	-1.3
CCc1cc2c(Nc3cccc(C(=O)O)c3)nc(C(C)C)nc2s1	x	4.0	-2.8
O=[N+]([O-])c1ccc(NN=Cc2ccc[nH]2)c([N+](=O)[O-])c1	x	6.4	-10.7
O=C(CSC1=NS(=O)(=O)c2ccccc2N1)NCCCc1ccccc1	-8.3	-1.3	-8.7
CCN(CC)c1onc(-c2ccccc2)c1CN(CCOC)C(=O)c1ccccc1OC	-3.3	-3.7	-5.0
CCOc1cc(N2CCOCC2)c(OCC)cc1NC(=O)COc1ccc(C#N)cc1	-7.1	-3.7	-4.8
O=C(Cc1ccc(F)cc1)N1CCCN(C(=O)CN2CCc3sccc3C2c2ccc(Cl)cc2)CC1 (centres undefined)	3.8	5.2	2.4
CC(C)Oc1n[nH]c(-c2ccc(Cl)cc2Cl)n1	-3.2	x	1.0
CCCCNC(=O)Cn1cnc(-c2ccc(OCC)cc2)cc1=O	x	7.7	-8.8
NC(CO)C(=O)NNCc1ccc(O)c(O)c1O (centres undefined)	7.6&9.5	-4.1&-2.5&1.3&1.3	6.2&3.6&-4.8&7.7
CCC(c1ccc(OC)cc1)N(CC)C(=O)Cc1cccnc1 (centres undefined)	-17.7	10.5	-4.8
Cn1c(C2CCN(S(C)(=O)=O)CC2)nn(Cc2cccc3ccccc23)c1=O	-5.9	-5.3	-2.6
N#Cc1ccc(C(=O)N2CCN(Cc3cccc(-c4noc(-c5ccccc5)n4)c3)CC2)cc1	-7.1	2.2	-7.5
Cc1cc(C)n(-c2ccc(N(C)CCNS(C)(=O)=O)nc2)n1	x	2.5	-6.4
Cc1ccccc1N=c1scc(-c2ccccc2)n1N1CCOCC1	x	2.5	-4.4

Full records, looked up by structure. Screens in order: mcGAS lum, NPYLR7 ag, hcGAS inh
O=[N+]([O-])c1ccc(NN=Cc2ccc[nH]2)c([N+](=O)[O-])c1 in the list: x, 6.4, -10.7
CC(C)CN1C(C2CCCC2)=NS(=O)(=O)c2cc(N)ccc21 in the list: x, 16.6, -2.5
O=C(Cc1ccc(F)cc1)N1CCCN(C(=O)CN2CCc3sccc3C2c2ccc(Cl)cc2)CC1 (centres undefined) in the list: 3.8, 5.2, 2.4
CC(C)Oc1n[nH]c(-c2ccc(Cl)cc2Cl)n1 in the list: -3.2, x, 1.0
O=C(NCc1ccccc1CS(=O)(=O)N1CCOCC1)c1cc(F)ccc1F in the list: -6.2, 5.3, -1.3

Further results follow.
SMILES	mcGAS lum	NPYLR7 ag	hcGAS inh
CCN(CC)S(=O)(=O)c1ccc2c(c1)nc(SCc1nccc(OC)c1OC)n2CC1CCCO1 (centres undefined)	-0.6	19.5	-0.5
CCCCn1c(N)c(N(CCC(C)C)C(=O)CSc2nnc(C)s2)c(=O)[nH]c1=O	x	1.2	-4.1
CC(C)C(CNC(=O)c1ccc(Cl)s1)N1CCOCC1 (centres undefined)	-8.9	-0.8	-15.4
COc1ccc(-n2c(SCC(=O)Nc3cccc(C)c3)nc3c(c2=O)SCC3)cc1OC	-7.4	-12.5	-6.2
CC(C)n1cnnc1SCC(=O)NC1CCN(C(=O)c2ccccc2)CC1	x	7.4	-6.2
Cn1cnnc1Sc1ccc(-c2nccn2-c2ccc(F)cc2)o1	-9.7	-7.9	-3.9
CN(C)C(=O)c1nnc2n1CCN(C(=O)c1ccccc1Cl)C2	x	5.7	-7.8
Cc1nn(S(=O)(=O)c2ccc(Cl)cc2)c(C)c1S(=O)(=O)N1CCCC(C)C1 (centres undefined)	x	3.4	-9.7
Cc1sc2c(c1C)CN(C1CCC(C)CC1)CN2C(=O)c1ccco1 (centres undefined)	x	-2.3	-5.7
O=C(C(=O)N1CCC(C(=O)Nc2cccc(-c3ccco3)c2)CC1)c1ccccc1	x	4.6	-1.9
Cc1cc(C)n(C2CCS(=O)(=O)C2)n1 (centres undefined)	x	4.6	-5.2
O=C(O)C1COc2ccc(Br)cc21 (centres undefined)	x	3.6	4.1
O=C(Nc1cccc(-n2cccn2)c1)C1CCCN1C/C=C/c1ccco1 (centres undefined)	-15.6	6.0	-2.0
CN(C)S(=O)(=O)c1ccc(Cl)c(S(=O)(=O)N(C)C)c1	x	6.9	-5.9
COC(=O)C(=C/C(C)=C/N(C)C)C(=O)OC	x	-10.4	-9.2
c1ccc(CN2CCN(CCN3CCO[C@@H]4CCCC[C@H]43)CC2)cc1	-5.3	x	-10.3
CCCCc1ccc(C(=O)Nc2ccc(N3CCCC3)c(C(=O)NC(C)c3ccccc3)c2)cc1 (centres undefined)	-5.4	-4.8	-5.9
CC(C)(C)C1c2[nH]c3ccccc3c2CCN1CCCC(F)(F)F (centres undefined)	x	2.1	-7.4
C=C(C)[C@@H]1CC=C(CN2CCC(Oc3cc(OC)ccc3C(=O)NC3CC3)CC2)CC1	x	14.3	-6.7
C=CCn1c(O)c(C=Nc2ccccc2)sc1=S	-6.0	-3.1	-2.8
Cn1c(=O)c2c(ncn2CCN2CCC(c3c[nH]c4ccccc34)CC2)n(C)c1=O	x	-19.0	0.5
CCCCCc1ccc(C(=O)N(CCCOC)CC(=O)N(Cc2ccccc2)Cc2cccn2Cc2ccc(F)cc2)cc1	-2.6	-3.2	3.6

2 compounds from above, limited to hcGAS inh and mcGAS lum:
molecule | hcGAS inh | mcGAS lum
CCCCn1c(N)c(N(CCC(C)C)C(=O)CSc2nnc(C)s2)c(=O)[nH]c1=O | -4.1 | x
CC(C)C(CNC(=O)c1ccc(Cl)s1)N1CCOCC1 (centres undefined) | -15.4 | -8.9
